# High-throughput results: PubChem BioAssay, several laboratories
# NR2F2 inh: inhibitors of human COUP-TFII (NR2F2). inhibition, % at 8.6 µM. P24468. hit rate 0.7% among 370,000. HEK293T NGFI-A luciferase reporter, luminescence;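 active = inhibition above a per-plate cutoff, mean inhibition of test wells between control levels plus 3 SD, cut at about 38% in these data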;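 note: cells cotransfected with COUP-TFII expression vector driving the NGFI-A reporter; 0% = median of COUP-TF2 test wells and 100% = reporter-only cells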
# LRH-1 inv ag: suppresses constitutive activity of human LRH-1. O00482. HEK293T StAR-luciferase reporter, LRH-1 transfected, 24 h. inhibition, % at 3.6 µM. hit rate 0.13% among 360,000. AID 602396;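 active = inhibition above the mean inhibition of all tested compounds plus 3 SD, cut at about 73% in these data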;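 note: 0% = DMSO wells and 100% = reporter-only cells lacking LRH-1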
# TROY NFkB inh: blocks TROY-dependent signaling in reporter cells; inhibition, % at 10 µM; hit rate 0.98% among 360,000; Q293 LMP1-TROYcd NF-kB luciferase reporter, 4 h;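 active = compounds whose plate-normalised and pattern-corrected inhibition of the luciferase reporter signal at the single screening dose is 50% or more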
# SRC1 inh: inhibitors of human steroid receptor coactivator 1 (SRC1) | AID 588354 | HEK293 GAL4-SRC1 luciferase reporter, luminescence | Q15788 | hit rate 0.12% among 360,000 | inhibition, % at 3.6 µM;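 active = inhibition above the campaign mean plus 3 SD, with each screening campaign given its own cutoff, cut at about 60% in these data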;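 note: 0% = DMSO treated cells and 100% = gossypol at 36 µM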
# TWEAK-Fn14 inh: blocks TWEAK-Fn14 interaction in a reporter cell assay | inhibition, % at 10 µM | TWEAK-stimulated Fn14 reporter cells, luciferase luminescence, 8 h | AID 1159606 | hit rate 2% among 360,000; in the data active = inhibition above about 50%
# Granule exo inh: lytic granule exocytosis inhibition; TALL-104 LAMP-1 surface exposure, flow cytometry; cells stimulated with thapsigargin and PMA; inhibition, % at 10 µM; hit rate 0.66% among 360,000;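 active = inhibition above about 55%, limit read from the data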
# NOD2-RIPK2 inh: blocks binding of human NOD2 to RIPK2; hit rate 0.38% among 360,000; O43353; CHO BLA complementation NOD2-RIPK2, CCF4 ratio; inhibition, % at 4.98 µM; in the data active = inhibition above about 21%;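 note: 0% = vehicle only and 100% = reference blocker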
# NCOA2 inhibitor: inhibits human steroid receptor coactivator 2; Q15596; HEK293 GAL4-SRC2 luciferase reporter, luminescence; inhibition, % at 9 µM; hit rate 0.17% among 370,000; AID 651957;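 active = inhibition above the mean inhibition of all tested compounds plus 3 SD, set per campaign, cut at about 52% in these data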;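 note: 0% = DMSO treated cells and 100% = cells given Gossypol at 36 µM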
# Target sequence (Q15596 whole entry, looked up, the tested form may be a part): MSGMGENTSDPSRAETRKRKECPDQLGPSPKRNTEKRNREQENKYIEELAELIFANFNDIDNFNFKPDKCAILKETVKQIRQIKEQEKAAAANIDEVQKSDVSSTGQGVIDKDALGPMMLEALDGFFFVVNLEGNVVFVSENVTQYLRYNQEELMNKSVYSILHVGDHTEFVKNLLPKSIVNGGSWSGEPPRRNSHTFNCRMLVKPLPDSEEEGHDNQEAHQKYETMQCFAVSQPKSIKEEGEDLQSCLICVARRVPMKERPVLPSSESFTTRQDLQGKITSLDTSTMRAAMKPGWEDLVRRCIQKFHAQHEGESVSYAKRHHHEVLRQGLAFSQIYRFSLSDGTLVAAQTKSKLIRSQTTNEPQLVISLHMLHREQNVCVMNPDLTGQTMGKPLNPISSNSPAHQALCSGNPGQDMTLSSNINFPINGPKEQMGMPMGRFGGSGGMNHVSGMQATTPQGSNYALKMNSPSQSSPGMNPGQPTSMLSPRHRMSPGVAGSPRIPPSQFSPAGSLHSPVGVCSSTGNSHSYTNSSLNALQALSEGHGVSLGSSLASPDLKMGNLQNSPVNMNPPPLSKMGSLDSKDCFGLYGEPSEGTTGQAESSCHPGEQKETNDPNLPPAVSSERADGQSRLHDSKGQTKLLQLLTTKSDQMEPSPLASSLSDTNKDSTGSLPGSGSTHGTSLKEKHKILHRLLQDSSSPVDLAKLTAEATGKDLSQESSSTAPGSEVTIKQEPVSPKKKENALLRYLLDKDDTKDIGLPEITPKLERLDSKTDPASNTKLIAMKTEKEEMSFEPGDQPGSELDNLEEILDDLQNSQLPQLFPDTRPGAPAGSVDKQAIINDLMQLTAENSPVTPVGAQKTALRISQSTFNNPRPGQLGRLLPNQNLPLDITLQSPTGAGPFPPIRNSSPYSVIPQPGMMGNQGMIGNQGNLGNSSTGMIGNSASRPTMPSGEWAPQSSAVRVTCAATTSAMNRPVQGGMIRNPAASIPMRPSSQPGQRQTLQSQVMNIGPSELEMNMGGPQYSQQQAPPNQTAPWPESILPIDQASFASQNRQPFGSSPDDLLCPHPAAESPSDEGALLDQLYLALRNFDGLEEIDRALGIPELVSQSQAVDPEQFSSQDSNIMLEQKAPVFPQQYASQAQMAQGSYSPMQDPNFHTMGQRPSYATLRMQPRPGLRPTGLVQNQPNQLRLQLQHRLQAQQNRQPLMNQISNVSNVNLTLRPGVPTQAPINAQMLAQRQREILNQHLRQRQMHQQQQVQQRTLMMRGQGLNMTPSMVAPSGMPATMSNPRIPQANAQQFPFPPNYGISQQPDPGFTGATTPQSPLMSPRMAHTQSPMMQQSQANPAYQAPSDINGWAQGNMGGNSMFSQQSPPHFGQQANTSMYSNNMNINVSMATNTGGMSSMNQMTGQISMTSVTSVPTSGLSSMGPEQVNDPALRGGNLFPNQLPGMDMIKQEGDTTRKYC
# TLR9-MyD88 block: inhibitors of human TLR9-MyD88 binding; Q9NR96+Q99836; CHO BLA complementation TLR9-MyD88, CCF4 FRET ratio; inhibition, % at 4.98 µM; hit rate 0.21% among 340,000;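 active = inhibition above the mean over all tested compounds plus 3 SD, cut at about 21% in these data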;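 note: 0% = DMSO only wells and 100% = clavulanate BLA inhibitor control wells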
# SRC3 inh: human NCOA3 inhibition; hit rate 0.17% among 360,000; HEK293 GAL4-SRC3 luciferase reporter, luminescence; Q9Y6Q9; AID 588352; inhibition, % at 3.6 µM;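 active = inhibition above a per-campaign cutoff, the mean of all compounds plus 3 SD, cut at about 60% in these data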;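 note: 0% = DMSO-treated cells and 100% = gossypol-treated cells at 36 µM; higher means less SRC3-driven luciferase light from the GAL4 reporter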
# ABHD5 PLIN5 PPI: blocks binding of human ABHD5 to perilipin-5 | Q00G26+Q8WTS1 | Split G. princeps luciferase complementation, luminescence, 4 h | inhibition, % at 4 µM | hit rate 0.78% among 360,000 | AID 602281;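 active = inhibition above the mean inhibition across every tested compound plus 3 SD, cut at about 22% in these data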;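 note: 0% = DMSO only wells and the 100% control is not disclosed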
# Starred values were filed as active, the others as inactive; · = not tested or not shown.
smiles	NR2F2 inh	LRH-1 inv ag	TROY NFkB inh	SRC1 inh	TWEAK-Fn14 inh	Granule exo inh	NOD2-RIPK2 inh	NCOA2 inhibitor	TLR9-MyD88 block	SRC3 inh	ABHD5 PLIN5 PPI
Cc1cc(Nc2nc3ccccc3nc2Cl)n(-c2ccc([N+](=O)[O-])cc2)n1	0	13	43	17	30	-3	2	14	-1	23	0
CCN(CC(=O)Nc1c(F)cccc1F)C(=O)c1ccc(OCC(=O)N2CCOCC2)c(OC)c1	1	-17	-14	-4	4	-7	-5	-3	3	11	1
CCc1nnc(NC(=O)C2CCCN2C(=O)Nc2ccccc2OC)s1 (stereo not given)	5	-8	-5	-13	-10	2	-9	5	7	-11	0
Cc1ccc(C2=NOC(C)(c3nnc(-c4ccc(F)cc4)o3)C2)cc1 (stereo not given)	3	-26	-2	-14	-18	4	4	1	11	6	0
CC(NC(=O)c1cc(=O)[nH]c2ccccc12)c1ccc(F)cc1F (stereo not given)	-1	23	-18	-6	29	-6	-2	-13	5	-9	-6
COc1ccc(C)cc1NC(=O)COCC(=O)O	18	6	13	3	5	2	-1	0	6	-8	10
CCCNC(=O)CC1Sc2ccccc2NC1=O (stereo not given)	-12	15	0	4	-3	-8	-8	9	2	-8	2
CC(C)c1cc(CNC(=O)C2CCC(=O)N(CCc3ccc(Cl)cc3)C2)on1 (stereo not given)	2	11	-14	5	-3	-1	1	11	-1	22	0
CC(=O)c1ccc(NC(=O)CSc2nnc(-c3ccco3)c(-c3ccco3)n2)cc1	3	6	4	-1	-6	-3	2	-14	-8	-9	23*
CC(C)CC(=O)c1c[nH]c(C(=O)NCc2cccs2)c1	-6	2	-4	-2	-4	1	-6	8	6	3	3
CCOC(=O)c1c(NC(=O)C2C3CCC(O3)C2C(=O)O)sc2c1CCCC2 (stereo not given)	-1	1	6	-14	17	8	4	-4	-2	8	-8
CCCC(C)NC(=O)c1ccc2[nH]c3c(c2c1)CC(C)CC3 (stereo not given)	-19	-27	-4	-12	-18	0	-11	-11	0	-177	0
O=C(Nc1ncnc2c1CCC2)C12CC3CC(CC(C3)C1)C2	1	19	32	-8	21	-1	-7	0	3	7	-1
COc1ccccc1S(=O)(=O)N1CCn2cccc2C1C (stereo not given)	-10	8	19	6	-14	-1	3	-12	-7	-7	3
CCCCNS(=O)(=O)CCNCc1ccccc1OC	5	-14	3	-17	-12	0	1	-22	-8	2	-2
Cc1ccc(NC(=S)N(CCN2CCCCC2)Cc2ccco2)cc1Cl	6	-4	-10	1	10	6	-2	6	4	6	7
Cc1cc2nn(-c3ccc(Cl)cc3)nc2cc1N	-50	-131	-6	-125	26	10	8	-68	-5	-99	2
Cc1ccc(N2C(=O)C(CC(=O)Nc3cccc(F)c3)N(CCc3ccncc3)C2=O)cc1 (stereo not given)	15	12	1	-7	6	0	-4	-2	4	10	6
Cc1ccccc1NS(=O)(=O)c1ccc2c(c1)oc(=O)n2C	9	12	12	5	-10	-10	-4	2	4	-27	8
COc1ccc([C@H]2CC(=O)C=C(c3ccccc3-c3ccccc3)C2)cc1	15	-4	20	7	21	44	-19	-10	-7	-4	-10
CCSc1nnc(NC(=O)C2CC(=O)N(Cc3ccccc3)C2)s1 (stereo not given)	6	3	-16	5	-14	-8	-2	-15	2	9	1
Cc1cc(C(=O)OCC(=O)N(CC(C)C)c2c(N)n(Cc3ccccc3)c(=O)[nH]c2=O)c(C)o1	22	0	30	-53	10	-10	-1	-8	-5	6	1
Cc1ccc(OCCN(C)C(=O)C2CCC(=O)N(Cc3ccccc3F)C2)cc1 (stereo not given)	6	8	-4	-9	0	-6	-3	-3	-7	8	-1
CC1CCCN(CCCNC(=O)CN2C(=O)COc3ccccc32)C1 (stereo not given)	7	7	-9	16	21	-1	13	12	15	4	-2
CCN(CC)S(=O)(=O)c1ccc(N2CC(C(=O)NCCC3=CCCCC3)CC2=O)cc1 (stereo not given)	-1	10	8	-5	2	-3	11	-30	2	0	1
Cc1ccccc1OCC(O)CN1CCN(c2ccc(Cl)cc2)CC1 (stereo not given)	9	-6	-35	-7	1	-9	10	3	8	-17	-10
COc1ccccc1-n1c(SCC(=O)Nc2ccc(C)cc2)nc(O)cc1=O	24	13	21	15	-1	3	-4	9	-1	-6	-7
Cc1ncc(CO)c2c1Oc1nc(-c3ccccc3)nc(SCC(=O)Nc3cccc(O)c3)c1C2	20	6	0	10	1	44	-9	7	-8	-1	-8
CCn1c(=O)c(C(=O)NCCc2ccc(Cl)cc2)c(O)c2ccccc21	2	12	-2	5	7	-2	-10	2	-1	-3	-2
O=C(CSc1nnc(CN2CCOCC2)n1-c1ccccc1)N1CCc2ccccc21	-9	18	0	8	19	-1	1	2	-14	4	2
COc1cc(NC(=O)COC(=O)c2ccccc2F)cc(OC)c1	-9	2	-26	8	-3	-1	-8	1	10	15	1
CCSc1nc2c(cnn2-c2ccc(C)c(C)c2)c(=O)[nH]1	0	-18	-1	0	-6	-1	0	5	-7	11	-6
CCCNC(=O)c1c(N)n(-c2cccc(OC)c2)c2nc3ccccc3nc12	15	3	-46	3	24	9	-4	12	-22	10	-6
Cc1cc(-c2nnc(SCC(=O)Nc3ccccc3C(F)(F)F)o2)c(C)n1-c1ccccc1	19	48	70*	35	92*	-3	-4	-6	7	56	-5
CC(C)N(CCO)Cc1nc(C(c2ccccc2)c2ccccc2)no1	14	11	-12	16	-10	8	4	5	11	9	3
CCCCNC(=O)C(NC(=O)c1ccc2ccccc2c1)C(=O)c1ccccc1 (stereo not given)	-4	14	·	·	·	8	-2	8	·	·	-9
CCn1c(C)nc2cc(C(=O)NN=Cc3ccc([N+](=O)[O-])cc3)ccc21	11	-10	4	-16	7	0	-3	-29	1	-9	9
Cc1ccc(N=Cc2c(O)n(-c3ccc4c(c3)OCO4)c(=O)c3ccccc23)cc1	18	6	7	-27	-1	-1	-3	1	-5	-2	4
COC(=O)c1c(SCC(=O)Nc2ccc(C)cc2)nc(=O)[nH]c1C	20	-5	-8	-4	4	2	6	5	2	-5	-1
O=C1CC(c2ccccc2Cl)=NN(c2ncnc3ccccc23)C1=O	-4	-1	-30	-22	-28	0	-6	9	-1	-4	0
Cc1ccc(N)c(C(O)(C(F)(F)F)C(F)(F)F)c1	-8	26	-1	0	15	-8	0	22	0	11	7
Cc1noc(C)c1C(=O)Nc1nc(-c2ccc(F)cc2)cs1	-6	-32	-16	-1	1	-10	-5	-15	-7	-19	2
COc1ccc(CC(NC(C)=O)C(=O)NC2CCN(S(=O)(=O)c3ccc(NC(C)=O)cc3)CC2)c(OC)c1 (stereo not given)	-3	8	-3	-2	-17	-4	2	9	-1	6	1
COc1ccc(CCNC(=O)CN2C(=O)NC3(CCOc4ccccc43)C2=O)cc1 (stereo not given)	4	5	-15	2	6	7	-3	5	3	27	-3
COc1ccc(OCc2cc(C(=O)NCc3nc(C)cs3)no2)c(Cl)c1	-20	-77	-12	-42	-21	-9	-5	-33	-11	-97	-6
O=C(c1ccccc1)c1ccc2c(c1)OCCCO2	-38	-91	-34	-122	-8	0	-14	-28	-5	-75	4
CN(C)c1ccc(NC(=O)CN2CCN(S(=O)(=O)c3cc(Cl)ccc3Cl)CC2)cc1	-2	-18	-4	3	5	0	0	5	-4	18	-1
CCCn1c(=O)c(C(=O)NCC2CCCO2)c(O)c2ccccc21 (stereo not given)	-7	-2	-3	-4	-14	-2	4	-4	-1	-2	4
CCC(=O)c1cn(CC(=O)Nc2cc(C)ccc2C)c2ccccc12	0	1	-16	6	-8	-14	-7	24	-2	-35	7
CN(C)Cc1c(O)ccc2c(=O)c(-c3ccccc3)c(C(F)(F)F)oc12	4	17	9	2	6	-7	7	13	-6	1	5

# The list goes on:
smiles	NR2F2 inh	LRH-1 inv ag	TROY NFkB inh	SRC1 inh	TWEAK-Fn14 inh	Granule exo inh	NOD2-RIPK2 inh	NCOA2 inhibitor	TLR9-MyD88 block	SRC3 inh	ABHD5 PLIN5 PPI
O=C(CSc1ncnc2nc[nH]c12)c1ccc2ccccc2c1	2	-23	12	-20	18	-6	-7	-5	-5	-18	0
COc1cccc(CC2(CO)CCN(CC3=CC[C@H]4C[C@@H]3C4(C)C)CC2)c1	19	5	-5	12	-7	34	-3	-10	3	-11	-1
O=C1OC2(CCCC2)OC(=O)C1=Cc1c[nH]c2ccccc12	-28	11	-8	-1	0	-2	-3	-29	6	4	2
Fc1ccc(-c2csc(/C=C/c3ccc4c(c3)OCO4)n2)cc1	-15	-15	-39	-52	-17	-2	-11	-13	-7	-32	-6
N#Cc1c(NC(=S)NC(=O)c2ccccc2)sc2c1CCCC2	-14	-14	-54	-28	-21	-6	-2	-32	-6	-43	-7
Cc1ccc(N2CCN(C(=O)N3CCCC3)CC2)cc1C	6	-7	-5	3	4	-1	2	5	2	5	10
CCCCOc1ccc(-c2ncc([N+](=O)[O-])cn2)cc1	-14	-3	-61	-55	-29	-8	-2	4	4	-7	2
Cc1cc(NC(=O)COC(=O)C2CCC2)no1	3	9	7	-1	-1	-2	-3	4	-11	-6	0
COc1cccc(NC(=O)c2nn(-c3ccc(OC)cc3OC)c(=O)c3ccccc23)c1	6	-25	-3	-8	8	-2	-14	15	11	-19	-1
NC(=O)CN1CCN(S(=O)(=O)c2ccc(Cl)cc2)CC1	-7	16	6	-13	1	-4	-6	2	1	-6	-1
O=[N+]([O-])c1cc(S(=O)(=O)N2CCOCC2)ccc1OCc1cccc(Cl)c1	-3	-1	-18	-1	-6	3	-17	-27	-6	10	-6
CCOc1ccc(CCNC(=O)CSc2nn(-c3ccc(C)c(Cl)c3)c(=S)s2)cc1OCC	15	-19	6	-25	-56	8	-10	10	-7	8	-7
OC1(c2ccc(Cl)cc2)CN(c2ccccc2)C2=[N+]1CCS2 (stereo not given)	-13	15	-26	10	-14	3	0	-32	5	-2	-5
OC(c1cccc(F)c1)c1ncc(-c2ccc(Oc3ccccc3)cc2)[nH]1 (stereo not given)	0	-13	26	-5	-2	29	5	-13	·	-17	-13
CCn1cc(S(=O)(=O)CC(=O)Nc2ccc(C)cc2)c2ccccc21	-5	17	1	15	10	-4	-9	-28	-20	9	-2
COCCn1c(SCC(=O)N2CC(=O)Nc3ccccc32)nc2ccccc2c1=O	-9	-1	6	0	-1	-2	-3	-7	-4	1	3
CCCCNC(=S)NC(=O)c1ccccc1Br	-16	-9	-63	-46	-14	-2	-1	-15	5	-1	2
Cc1cccc(NS(=O)(=O)c2cccc(C(=O)NNC(=O)c3ccccc3O)c2)c1	8	0	16	2	4	-2	3	3	3	16	0
O=C(/C=C/c1ccc(Cl)cc1Cl)c1ccc[nH]1	-30	3	-56	-43	-10	-3	-11	-23	-8	-25	-5

# These rows are one share of the data. The share of hits here may be higher or lower than overall.
